Screens as filed in PubChem BioAssay.
CCR6 antagonist: CCR6 receptor antagonists, primary screen, cell-based, CHO-K1, luminescence, beta-arrestin, uHTS | CHO-K1 CCR6 PathHunter beta-arrestin, CCL20-stimulated | inhibition, % at 20 µM | 340,000 compounds, 0.49% hits | C-C chemokine receptor type 6 (Homo sapiens), P51684 | AID 493098, 2011;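 active = compounds whose inhibition of the agonist-driven luminescence signal at 20 µM reaches about 50%, limit read from the data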;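 note: cells stimulated with CCL20 at 14 nM final; plate controls were DMSO with CCL20 for no effect and DMSO without agonist for full effect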
Target sequence (P51684 whole entry, looked up): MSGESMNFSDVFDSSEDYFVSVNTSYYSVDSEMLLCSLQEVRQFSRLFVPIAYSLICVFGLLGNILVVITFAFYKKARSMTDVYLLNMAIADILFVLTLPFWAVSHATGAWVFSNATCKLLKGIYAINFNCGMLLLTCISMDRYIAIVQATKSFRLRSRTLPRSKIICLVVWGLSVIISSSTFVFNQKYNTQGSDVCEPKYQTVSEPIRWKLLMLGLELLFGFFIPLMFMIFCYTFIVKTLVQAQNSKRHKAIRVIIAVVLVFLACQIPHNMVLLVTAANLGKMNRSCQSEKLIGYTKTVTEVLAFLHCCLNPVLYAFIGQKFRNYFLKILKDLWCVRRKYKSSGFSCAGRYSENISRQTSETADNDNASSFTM
APJ ag: agonists of human apelin receptor APJ, primary screen, CHO-K1 cells, PathHunter beta-arrestin, luminescence | activation, % at 20 µM | 330,000 compounds, 0.11% hits | 0% DMSO wells, 100% apelin | AID 2520, 2010;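 active = activation more than six SD over the plate average, tested at 20 µM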;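 note: 0% = DMSO alone and 100% = apelin-13 at 10 nM; some results filed as inactive read as strong as hits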
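assay system = CHO-K1 APJ beta-arrestin complementation cell line | input = cell density 1000 per well | dosing = compound 20 µM once, DMSO 1% | timing = compound 90 min 25 °C, reagent 1 h | measured by = luminescence from split beta-galactosidase complementation, Galacton Star/Emerald II substrate | read-out basis = APJ agonist activity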
tim23-1 inh: growth inhibitors of tim23-1 mutant yeast, primary screen, luminescence, uHTS | S. cerevisiae tim23-1 growth, BacTiter-Glo luminescence, 24 h | inhibition, % at 20 µM | 330,000 compounds, 1.3% hits;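 active = growth inhibition of the mutant yeast at or above 50%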;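 note: temperature-sensitive mutant grown at 25 °C; plate controls were DMSO-treated mutant yeast for no effect and medium wells lacking yeast for full effect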
APJ antag: antagonists of human apelin receptor APJ, primary screen, CHO-K1 cells, beta-arrestin complementation, luminescence | inhibition, % at 20 µM | 330,000 compounds, 0.32% hits | P35414;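 active = inhibition above about 40% at 20 µM, limit read from the data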;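 note: cells challenged with 10 nM apelin-13 agonist together with compound; plate controls were apelin-13 plus DMSO wells for no effect and DMSO wells lacking apelin-13 for full effect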
CXCR6 inh: CXCR6 receptor inhibitors, primary screen, cell-based, beta-arrestin, luminescence, CHO-K1 PathHunter, 1536-well; C-X-C chemokine receptor type 6 (Homo sapiens), O00574; inhibition, % at 20 µM; 360,000 compounds, 0.36% hits; in the data active = inhibition above about 34%, passing the limit was not always enough;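 note: antagonist mode with CXCL16 agonist at 10 nM final; 0% = 10 nM CXCL16 with DMSO and 100% = unstimulated wells without agonist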
Mdm2-MdmX inh: inhibitors of human Mdm2-MdmX association, primary screen, cell-based, luminescence, split luciferase, SaOS-2, uHTS | Protein Mdm4 (Homo sapiens) + E3 ubiquitin-protein ligase Mdm2 (Homo sapiens), … | SaOS-2 split-luciferase Mdm2/MdmX complementation | inhibition, % at 8 µM | 330,000 compounds, 3% hits;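 active = inhibition of at least 50% at 8 µM in the primary screen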
XBP1 UPR activ: activators of adaptive XBP1 UPR arm, primary screen, cell-based, CHO-XBP1 luciferase reporter, luminescence, uHTS | activation, % at 20 µM | IRE1-XBP1 UPR activation; percent of tunicamycin response, DMSO as zero | 330,000 compounds, 0.33% hits;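 active = versus positive control, 20 µM dose yields 30% or more activation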;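 note: 100% = tunicamycin at 10 µg/mL and 0% = DMSO only wells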
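Assay system: IRE1-XBP1 luciferase reporter CHO line. Input: 1000 cells/well. Buffer or medium: F12 with 10% serum. Doses: 20 µM, 1% DMSO. Times: overnight seeding at 37 °C, 6 h compound treatment at 37 °C. Technique: Steady-Glo luciferase glow luminescence, 10 min after reagent addition.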
EBI2 block: EBI2 receptor antagonists, beta-arrestin recruitment, primary screen, cell-based, luminescence, 7a,25-OHC stimulation, uHTS; G-protein coupled receptor 183 (Homo sapiens), P32249; 7a,25-OHC stimulated; inhibition, % at 5 µM; 360,000 compounds, 0.81% hits; AID 651636, 2012; in the data active = inhibition above about 38%;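 note: enzyme fragment complementation signal reports receptor beta-arrestin coupling in cells; 0% = agonist plus DMSO wells and 100% = wells without agonist; some results beyond the cut were filed as inactive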
Target sequence (P32249 whole entry, looked up, the tested form may be a part): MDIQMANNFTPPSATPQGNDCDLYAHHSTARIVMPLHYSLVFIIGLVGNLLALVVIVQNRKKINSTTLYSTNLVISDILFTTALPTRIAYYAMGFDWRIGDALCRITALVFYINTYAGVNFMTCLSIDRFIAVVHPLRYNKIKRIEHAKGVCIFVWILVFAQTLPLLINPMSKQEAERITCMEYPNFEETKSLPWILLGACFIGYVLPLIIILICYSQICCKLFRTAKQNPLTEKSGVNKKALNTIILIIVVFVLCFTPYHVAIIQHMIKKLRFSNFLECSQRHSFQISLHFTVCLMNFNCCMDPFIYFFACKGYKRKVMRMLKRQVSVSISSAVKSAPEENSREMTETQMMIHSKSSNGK
CHOP UPR activ: activators of apoptotic CHOP UPR arm, primary screen, cell-based, CHO-CHOP luciferase reporter, luminescence, uHTS. UPR activation; percent of tunicamycin response over DMSO baseline. activation, % at 10 µM. 330,000 compounds, 0.34% hits;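 active = at 10 µM dose, activation of 40% or more, normalized to positive control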;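 note: 100% = tunicamycin at 10 µg/mL and 0% = DMSO alone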
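measured by = luciferase luminescence | assay system = CHO-CHOP cells, stable luciferase reporter of PERK-eIF2a-CHOP signalling | amount = 500 reporter cells seeded per well | timing = 6 h compound exposure at 37 °C after overnight seeding | controls = positive tunicamycin 10 µg/mL, negative DMSO alone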
* marks the source's active call; other numbers are inactive results. Some of the compounds tested; rates above refer to the full screens.

Results for O=C(CSCc1c(F)cccc1Cl)NCCSCc1ccco1 ?
CCR6 antagonist: -1; APJ ag: 3; tim23-1 inh: 12; APJ antag: -9; CXCR6 inh: 0; Mdm2-MdmX inh: -21; XBP1 UPR activ: -1; EBI2 block: -7; CHOP UPR activ: -0.7

What do the screens show for `O=C(COC(=O)C1CCN(c2ccc(C(F)(F)F)cn2)CC1)c1ccc(F)cc1`?
CCR6 antagonist: 15; APJ ag: -5; tim23-1 inh: 22; APJ antag: -1; CXCR6 inh: -2; Mdm2-MdmX inh: 3; XBP1 UPR activ: -4; EBI2 block: 2; CHOP UPR activ: -0.5

What do the screens show for `COc1ccc(OC)c(-c2c3c([nH]c(=S)c2C#N)CCCC3)c1`?
CCR6 antagonist: -3; APJ ag: 4; tim23-1 inh: 5; APJ antag: 1; CXCR6 inh: -6; Mdm2-MdmX inh: -23; XBP1 UPR activ: 3; EBI2 block: -8; CHOP UPR activ: -1.3

How did CCCCOC(=O)CSC1=C(C#N)C(c2ccc3c(c2)OCO3)CC(=O)N1 (stereo not given) do in these assays?
CCR6 antagonist: 6; APJ ag: -4; tim23-1 inh: 28; APJ antag: 16; CXCR6 inh: 8; Mdm2-MdmX inh: -6; XBP1 UPR activ: 0; EBI2 block: -7; CHOP UPR activ: 0.8

Results for O=C(Nc1nc(-c2ccccn2)cs1)c1cccc(S(=O)(=O)N2CCOCC2)c1 ?
CCR6 antagonist: 19; APJ ag: -3; tim23-1 inh: 23; APJ antag: 14; CXCR6 inh: -1; Mdm2-MdmX inh: 77*; XBP1 UPR activ: -3; EBI2 block: 4; CHOP UPR activ: 8.4

What do the screens show for `CCC(C)[C@H](NC(=O)N1CCC(Cc2ccccc2)CC1)C(=O)O` (stereo not given in full)?
CCR6 antagonist: -12; APJ ag: 2; tim23-1 inh: 11; APJ antag: -9; CXCR6 inh: -8; Mdm2-MdmX inh: 6; XBP1 UPR activ: -10; EBI2 block: -7; CHOP UPR activ: -1.3

What do the screens show for `Cn1c(SCC(=O)NCc2cccs2)nnc1-c1ccncc1`?
CCR6 antagonist: -7; APJ ag: -1; tim23-1 inh: 1; APJ antag: -3; CXCR6 inh: -6; Mdm2-MdmX inh: 4; XBP1 UPR activ: -1; EBI2 block: -5; CHOP UPR activ: 4.2

What do the screens show for `CCCCCCC(C)n1cc(C(C)=O)c(=O)n(C)c1=O` (stereo not given)?
CCR6 antagonist: 1; APJ ag: -4; tim23-1 inh: 5; APJ antag: 12; CXCR6 inh: 8; Mdm2-MdmX inh: 12; XBP1 UPR activ: -3; EBI2 block: -6; CHOP UPR activ: -1.2

Results for O=C(COc1ccccc1F)Nc1ccc2c(c1)OCCO2 ?
CCR6 antagonist: 16; APJ ag: 1; tim23-1 inh: 19; APJ antag: 3; CXCR6 inh: -4; Mdm2-MdmX inh: 4; XBP1 UPR activ: -5; EBI2 block: 0; CHOP UPR activ: 0.4

Results for COc1ccc(CC(=O)OCC(=O)N2CCCc3ccccc32)cc1OC ?
CCR6 antagonist: 7; APJ ag: 0; tim23-1 inh: -7; APJ antag: 8; CXCR6 inh: 0; Mdm2-MdmX inh: 11; XBP1 UPR activ: -4; EBI2 block: -18; CHOP UPR activ: -1.6

Results for O=S(=O)(NCCc1ccccc1)c1ccc(Cl)nc1 ?
CCR6 antagonist: 3; APJ ag: -3; tim23-1 inh: 5; APJ antag: -2; CXCR6 inh: -1; Mdm2-MdmX inh: -12; XBP1 UPR activ: -2; EBI2 block: 4; CHOP UPR activ: 0.9

Results for COc1cccc(-n2c(SCc3c(C)noc3C)nnc2-c2cccc(S(=O)(=O)N(C)C)c2)c1 ?
CCR6 antagonist: 1; APJ ag: 5; tim23-1 inh: 19; APJ antag: -6; CXCR6 inh: -3; Mdm2-MdmX inh: 3; XBP1 UPR activ: -3; EBI2 block: 0; CHOP UPR activ: -1.2

Results for Cc1ccc(-c2cc(C(=O)N3CCOCC3)c3ccccc3n2)o1 ?
CCR6 antagonist: 7; APJ ag: -2; tim23-1 inh: 9; APJ antag: 11; CXCR6 inh: 2; Mdm2-MdmX inh: 8; XBP1 UPR activ: -2; EBI2 block: 6; CHOP UPR activ: 0.8

Results for CCC(Sc1nc2ccsc2c(=O)n1Cc1ccc(C(=O)O)cc1)C(=O)Nc1ccc(C)c(Cl)c1 (stereo not given) ?
CCR6 antagonist: -2; APJ ag: 4; tim23-1 inh: 0; APJ antag: 16; CXCR6 inh: -2; Mdm2-MdmX inh: 27; XBP1 UPR activ: -6; EBI2 block: 2; CHOP UPR activ: 1.6

What do the screens show for `CCN(CC)S(=O)(=O)N1CCC(C(=O)NCc2ccc3c(c2)OCO3)CC1`?
CCR6 antagonist: 10; APJ ag: 1; tim23-1 inh: 17; APJ antag: -7; CXCR6 inh: 4; Mdm2-MdmX inh: 1; XBP1 UPR activ: -1; EBI2 block: 17; CHOP UPR activ: 2.2

Results for Cc1nnc(C)n1/N=C/c1ccccc1 ?
CCR6 antagonist: 9; APJ ag: -6; tim23-1 inh: -7; APJ antag: 4; CXCR6 inh: 4; Mdm2-MdmX inh: -14; XBP1 UPR activ: -3; EBI2 block: -9; CHOP UPR activ: -0.2

Results for CCOc1ccc(-n2c(N)c(C(=O)NCc3ccco3)c3nc4ccccc4nc32)cc1 ?
CCR6 antagonist: 2; APJ ag: 1; tim23-1 inh: -3; APJ antag: -3; CXCR6 inh: 14; Mdm2-MdmX inh: 24; XBP1 UPR activ: -2; EBI2 block: 0; CHOP UPR activ: 3.3

What do the screens show for `COc1ccc(Cl)cc1S(=O)(=O)N(C)CC(=O)N1CCCC1`?
CCR6 antagonist: 5; APJ ag: -2; tim23-1 inh: -3; APJ antag: -3; CXCR6 inh: -2; Mdm2-MdmX inh: 10; XBP1 UPR activ: -3; EBI2 block: 4; CHOP UPR activ: 0.1

What do the screens show for `CCCCN(C(=O)C1CC(=O)N(Cc2ccc(C)cc2)C1)c1c(N)n(CC(C)C)c(=O)[nH]c1=O` (stereo not given)?
CCR6 antagonist: 1; APJ ag: -4; tim23-1 inh: 6; APJ antag: 11; CXCR6 inh: 1; Mdm2-MdmX inh: -1; XBP1 UPR activ: -4; EBI2 block: 0; CHOP UPR activ: 0.6

How did Cc1ccc(NC(=O)CN2C(=O)N/C(=C/c3ccc(C)o3)C2=O)cc1 do in these assays?
CCR6 antagonist: -7; APJ ag: -4; tim23-1 inh: -9; APJ antag: 42*; CXCR6 inh: 30; Mdm2-MdmX inh: 12; XBP1 UPR activ: -3; EBI2 block: 5; CHOP UPR activ: 1.5

What do the screens show for `COCCNC(=O)C(c1ccncc1)N(C(=O)c1sc(C)nc1C)c1cccc(C)c1` (stereo not given)?
CCR6 antagonist: 8; APJ ag: -4; tim23-1 inh: 7; APJ antag: 14; CXCR6 inh: -4; Mdm2-MdmX inh: 11; XBP1 UPR activ: 1; EBI2 block: -2; CHOP UPR activ: 2.5

Results for COc1ccc(/C=N/n2c(SC)nnc(C(C)(C)C)c2=O)cc1OC ?
CCR6 antagonist: -9; APJ ag: -1; tim23-1 inh: 23; APJ antag: 13; CXCR6 inh: 7; Mdm2-MdmX inh: 0; XBP1 UPR activ: 0; EBI2 block: 0; CHOP UPR activ: 5.1

What do the screens show for `CCOC(=O)C1CCN(C(=O)CN(c2ccc(OC)cc2)S(=O)(=O)c2c(C)noc2C)CC1`?
CCR6 antagonist: -3; APJ ag: -6; tim23-1 inh: 24; APJ antag: -2; CXCR6 inh: -6; Mdm2-MdmX inh: -10; XBP1 UPR activ: 0; EBI2 block: 0; CHOP UPR activ: 2.6

Results for COc1ccc(C(=O)CCN2CCN(c3ccccc3F)CC2)cc1 ?
CCR6 antagonist: 0; APJ ag: -4; tim23-1 inh: -4; APJ antag: -1; CXCR6 inh: 2; Mdm2-MdmX inh: 1; XBP1 UPR activ: -1; EBI2 block: -4; CHOP UPR activ: 0.3

How did CC(=O)NCCNC(=O)[C@H](Cc1ccccc1)NC(=O)c1cccs1 do in these assays?
CCR6 antagonist: 2; APJ ag: -1; tim23-1 inh: 9; APJ antag: 0; CXCR6 inh: 0; Mdm2-MdmX inh: 6; XBP1 UPR activ: -3; EBI2 block: 1; CHOP UPR activ: 0.4

How did Cc1cc2oc(C(=O)Nc3ccc(S(=O)(=O)Nc4ncccn4)cc3)c(C)c2cc1Cl do in these assays?
CCR6 antagonist: 16; APJ ag: 3; tim23-1 inh: 12; APJ antag: -23; CXCR6 inh: -1; Mdm2-MdmX inh: 14; XBP1 UPR activ: -5; EBI2 block: 0; CHOP UPR activ: 1.4

What do the screens show for `Fc1ccc(CSc2ncnc3sc4c(c23)CCCC4)cc1`?
CCR6 antagonist: 27; APJ ag: -1; tim23-1 inh: 10; APJ antag: 11; CXCR6 inh: -4; Mdm2-MdmX inh: 36; XBP1 UPR activ: 1; EBI2 block: 29; CHOP UPR activ: 0.7

3 records picked at random from the list so far, as already listed:
Results for CCOc1ccc(-n2c(N)c(C(=O)NCc3ccco3)c3nc4ccccc4nc32)cc1 ?
CCR6 antagonist: 2; APJ ag: 1; tim23-1 inh: -3; APJ antag: -3; CXCR6 inh: 14; Mdm2-MdmX inh: 24; XBP1 UPR activ: -2; EBI2 block: 0; CHOP UPR activ: 3.3

How did CC(=O)NCCNC(=O)[C@H](Cc1ccccc1)NC(=O)c1cccs1 do in these assays?
CCR6 antagonist: 2; APJ ag: -1; tim23-1 inh: 9; APJ antag: 0; CXCR6 inh: 0; Mdm2-MdmX inh: 6; XBP1 UPR activ: -3; EBI2 block: 1; CHOP UPR activ: 0.4

Results for COc1ccc(/C=N/n2c(SC)nnc(C(C)(C)C)c2=O)cc1OC ?
CCR6 antagonist: -9; APJ ag: -1; tim23-1 inh: 23; APJ antag: 13; CXCR6 inh: 7; Mdm2-MdmX inh: 0; XBP1 UPR activ: 0; EBI2 block: 0; CHOP UPR activ: 5.1
